Screening data (PubChem BioAssay)
Diaph act CS: diaphorase activation or chemical reduction counter-screen | activation factor at 20 µM | AID 1229 | Diaphorase/resazurin coupled assay, resorufin fluorescence, 16 min; stronger effect = higher value; 1 = vehicle wells, 0 = NADH-free wells | 190,000 compounds, 0.005% hits;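 active means diaphorase activity raised at least twofold by the compound at 20 µM; inactive means activation factor below 2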
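Assay system: Purified diaphorase enzyme from Clostridium kluyveri | Amount: Enzyme 0.07 U/mL final | Dosing: Compound 20 µM once, DMSO 1% | Timing: 16 min reaction at room temperature | Detection: Fluorescence, excitation 544 nm and emission 590 nm | Evaluation: Higher resorufin formation from activation or reduction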
TNAP act hiacc: increases human TNAP activity under high phosphate acceptor concentration; P05186; purified TNAP, CDP-star luminescence, 1 M DEA, 30 min; stronger effect = higher value; 0 = EDTA background, 1 = DMSO-only activity; activation factor at 20 µM; 200,000 tested, under 10 active;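 active means activation factor at least 2 at 20 µM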
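Measured by: Luminescent substrate turnover signal | Test system: Human TNAP | Input: TNAP 1/800 final | Dosing: 20 µM single point | Schedule: 30 min, room temperature | Controls: EDTA wells as negative control, DMSO wells as positive control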
Diaph inh CS: inhibits diaphorase or chemically oxidizes, flagging diaphorase assay artifacts | diaphorase resazurin-to-resorufin fluorescence, NADH, 16 min; bacterial (C. kluyveri) enzyme, not human | 190,000 compounds, 0.69% hits | inhibition, % at 20 µM;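 active means primary screen inhibition at 20 µM above a set limit, cut at about 50% in these data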;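 further: plate controls were DMSO with full reaction for no effect and wells lacking NADH for full effect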
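Detection: fluorescence of resorufin formed from resazurin, Ex 544/Em 590 nm; test system: Clostridium kluyveri diaphorase enzyme; amount: 0.14 U/mL diaphorase, enzyme working solution; times: 16-min room-temperature incubation before reading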
Efa HMGR inh: inhibitors of class II HMG-CoA reductase from Enterococcus faecalis | inhibition, % at 10 µM | 190,000 compounds, 0.41% hits | purified E. faecalis HMGR, NADPH absorbance 340 nm kinetic | AID 1066;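 active means inhibition above a set limit, the median over all tested compounds plus 3 SD, cut at about 9.5% in these data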;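 further: enzyme runs in reverse so mevalonate oxidation gives rising NADPH absorbance; 0% = complete reaction with DMSO and 100% = background rate lacking mevalonate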
TNAP inh no acc: TNAP (human) inhibition, acceptor-free conditions; P05186; purified TNAP, CDP-star luminescence, 30 min; inhibition, % at 20 µM; 200,000 compounds, 0.26% hits; AID 1012;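 active means tissue-nonspecific alkaline phosphatase inhibition above about 50% at 20 µM in the single-dose screen, limit read from the data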;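 further: 0% = DMSO negative control and 100% = EDTA positive control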
FLuc stim CS: affects firefly luciferase, flagging false hits in luciferase stimulation screens. 200,000 tested, under 10 active. ATPlite luciferase biochemical, luminescence, 10 min; 0 = ATP-free wells, 1 = DMSO control. activation factor at 10 µM;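 active means luciferase activation factor, scaled between plate controls, of at least 2 with compound at 10 µM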
Target sequence (P08659 whole entry, looked up): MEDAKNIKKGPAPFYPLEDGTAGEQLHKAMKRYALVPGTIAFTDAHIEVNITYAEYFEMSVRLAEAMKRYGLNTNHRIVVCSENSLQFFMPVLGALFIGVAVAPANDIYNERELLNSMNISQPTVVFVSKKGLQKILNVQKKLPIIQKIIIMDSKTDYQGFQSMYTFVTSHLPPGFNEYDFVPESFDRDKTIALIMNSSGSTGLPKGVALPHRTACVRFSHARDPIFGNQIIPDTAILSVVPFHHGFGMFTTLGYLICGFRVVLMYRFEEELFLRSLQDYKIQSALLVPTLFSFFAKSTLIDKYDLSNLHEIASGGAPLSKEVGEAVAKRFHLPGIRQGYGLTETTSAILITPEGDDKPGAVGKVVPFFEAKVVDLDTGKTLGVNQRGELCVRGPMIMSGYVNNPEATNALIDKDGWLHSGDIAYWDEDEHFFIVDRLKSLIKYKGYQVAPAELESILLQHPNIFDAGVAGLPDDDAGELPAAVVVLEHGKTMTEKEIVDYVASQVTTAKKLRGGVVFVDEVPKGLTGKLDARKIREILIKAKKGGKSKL
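Assay system: Luciferase/luciferin reagent mix; Medium: PBS as buffer for the ATP substrate; Dosing: test compounds dosed from 2 mM stocks in 100% DMSO; Times: 10 min, room temperature; Signal: luminescence from luciferase reaction; Read-out: luciferase activation; Controls: No-ATP low control, compound-free enzyme-plus-ATP high control.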
PMI activator: phosphomannose isomerase (human) activation; 190,000 compounds, 0.005% hits; activation factor at 20 µM; P34949; AID 1214; purified human PMI, coupled resazurin fluorescence, 20 min; stronger effect = higher value; 1 = vehicle control, 0 substrate-free wells;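 active means activation factor of 2 or more at 20 µM, relative to plate controls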
Target sequence (P34949 whole entry, looked up): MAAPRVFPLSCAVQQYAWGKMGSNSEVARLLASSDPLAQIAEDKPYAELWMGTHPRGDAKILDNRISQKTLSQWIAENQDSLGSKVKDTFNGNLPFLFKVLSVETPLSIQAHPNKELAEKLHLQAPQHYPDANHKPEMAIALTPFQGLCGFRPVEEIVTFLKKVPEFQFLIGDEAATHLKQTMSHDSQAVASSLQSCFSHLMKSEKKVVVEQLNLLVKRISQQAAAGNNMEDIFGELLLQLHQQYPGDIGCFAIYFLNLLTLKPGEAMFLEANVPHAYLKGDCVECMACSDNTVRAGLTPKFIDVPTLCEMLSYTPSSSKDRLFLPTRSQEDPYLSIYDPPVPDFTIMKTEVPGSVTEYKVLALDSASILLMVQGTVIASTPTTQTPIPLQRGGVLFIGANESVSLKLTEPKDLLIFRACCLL
G6PDH CS: L. mesenteroides G6PDH inhibition counter-screen | inhibition, % at 5 µM | 200,000 compounds, 0.12% hits | Purified L. mesenteroides G6PDH, diaphorase/resazurin coupled fluorescence, 45 min; in the data active means inhibition above about 50%
TNAP inh hiacc: blocks human TNAP under high phosphate acceptor concentration. purified TNAP, CDP-star luminescence, 1 M DEA. 200,000 compounds, 0.03% hits. P05186. inhibition, % at 20 µM;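 active means over 50% inhibition of tissue-nonspecific alkaline phosphatase at 20 µM in the single-dose screen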;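 further: plate controls were DMSO wells for no effect and EDTA-quenched wells as full inhibition for full effect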
PMI act hi M6P: activators of human phosphomannose isomerase at near-saturating mannose 6-phosphate | coupled PMI enzyme assay, resazurin fluorescence, 20 min; stronger effect = higher value; 1 = untreated enzyme, 0 = substrate-free blank | activation factor at 20 µM | 190,000 compounds, 0.34% hits;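 active means activation factor of 2 or more at 20 µM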
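Test system: human phosphomannose isomerase with PGI, G6PDH, diaphorase coupling enzymes; Amount: PMI at 15 ng/mL final; Reagent: Mannose-6-phosphate 1.0 mM (near-saturating) plus 0.22 mM NADP+; Timing: 20 min, room temperature; Technique: resorufin fluorescence at Ex 544/Em 590 nm; Dosing: 20 µM single dose.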
* = called active by the depositor; . = not tested or not shown.

nr	smiles	FLuc stim CS	TNAP act hiacc	TNAP inh hiacc	TNAP inh no acc	Efa HMGR inh	PMI activator	PMI act hi M6P	G6PDH CS	Diaph inh CS	Diaph act CS
1	Cc1ccc(NC(=O)C2CC2C)c(Cl)c1 (configuration not stated)	1	1	-3	-8	3	1.1	1.1	2	-2	1
2	Cn1c(/C(C#N)=C/c2ccc(-c3ccc(S(N)(=O)=O)cc3)o2)nc2ccccc21	1.1	0.9	9	0	-1	0.9	1	3	43	0.6
3	O=C(NC1CCCCC1)C(Cc1ccccc1)N1C(=O)C2C3CCC(C3)C2C1=O (configuration not stated)	1.1	1	-2	-11	-5	1	1	4	4	1
4	O=c1c2c3nc4ccccc4nc3n(-c3cccc(F)c3)c2ncn1Cc1ccc2c(c1)OCO2	1.1	1.1	-10	-13	.	1	0.9	-3	19	0.8
5	CCN(CCCNC(=O)c1c(C)cc(=O)oc1C)c1cccc(C)c1	1	0.9	6	-2	2	0.9	1	0	7	0.9
6	Cn1c(=O)oc2cc(S(=O)(=O)Nc3cccc4c3CCCC4)ccc21	1	1	0	1	0	0.9	0.8	-4	19	0.8
7	COc1cc2[nH]ccc(=O)c2cc1OC	1.1	1.1	-7	-9	-2	1	1	16	23	0.8
8	CCOc1ccc2nc(SCC(=O)NC(=O)C(C)C)sc2c1	1	1.1	-5	-6	-8	0.9	0.9	2	19	0.8
9	O=C(CCc1nc(-c2ccccc2)no1)NCCc1ccccc1	1.1	1	1	-5	-3	1	1.1	5	7	0.9
10	COc1ccc(NC(=O)COc2ccc(C(=O)OCC(=O)N(C)C3CCS(=O)(=O)C3)cc2OC)cc1 (configuration not stated)	1	0.9	5	-1	-3	1.1	1.1	-8	-2	1
11	Cc1cc2ccccc2c(=O)n1CC(=O)NCC(=O)N1CCCC(C)C1 (configuration not stated)	1.1	1	-4	-9	-7	1	1	3	7	0.9
12	Cc1cc(C)n2c(SCc3nnc(-c4cccs4)o3)nnc2n1	1	1	4	-3	1	1.1	1.1	-3	-6	1.1
13	O=C(NC1CC1)C1CCN(C2CCN(C(=O)Cc3ccc(F)cc3)CC2)CC1	1	1.1	-9	-12	3	1	1	14	-4	1
14	COC(=O)c1ccc(NS(=O)(=O)c2ccc(Cl)cc2)o1	1	1	-1	0	-9	1.3	1.2	4	4	1
15	O=[N+]([O-])c1cc(S(=O)(=O)Nc2ccccc2)ccc1NCc1ccccc1	1	0.9	5	3	-1	0.9	0.8	-12	21	0.8
16	O=C(CSc1ccc2nnc(-c3ccccc3)n2n1)N1CCCc2ccccc21	1	1	3	-176	-5	1	1	-40	56*	0.4
17	N#Cc1cc(-c2ccccc2)cn(Cc2c(Cl)cccc2Cl)c1=O	1.1	1	-2	-1	1	0.9	0.9	11	12	0.9
18	CCn1cc([N+](=O)[O-])c(C(=O)N2N=C(c3ccc4ccccc4c3)CC2c2ccccc2O)n1 (configuration not stated)	1	1.1	-5	-9	-2	0.9	0.8	0	20	0.8
19	O=C(Cn1c2ccc(F)cc2c2nc3n(c(=O)c21)CCS3)Nc1ccccc1F	1	1.1	-6	-16	-2	1	1	-4	9	0.9
20	Cc1ccc(C2(c3noc(CN(C)CC4CCCCO4)n3)CCCC2)cc1 (configuration not stated)	1	1	-2	-3	0	0.8	0.9	7	19	0.8
21	CCCCCC1CC(CC(=O)Nc2nncs2)C(=O)O1 (configuration not stated)	1.1	1	4	-6	0	1	1	10	10	0.9
22	Cn1cc(C(=O)N/N=C/c2c(O)ccc3ccccc23)ccc1=O	1	0.9	5	-114	-4	1	0.8	-2	17	0.8
23	COc1ccc(CNC(=O)c2ccc[nH]2)cc1	1	1.1	-6	-4	-2	1.1	1	15	-20	1.2
24	Cn1c(=NC(=O)c2ccccc2[N+](=O)[O-])sc2cc(S(C)(=O)=O)ccc21	0.8	1	-5	-3	-8	1.1	1	-2	12	0.9
25	CCn1c(SCC(=O)c2ccc(Br)cc2)nnc1C(C)NC(=O)Cc1ccc(OC)cc1 (configuration not stated)	1	1	1	-1	1	0.9	1	0	8	0.9

Three compounds out of the list, ordered by SMILES length, falling.
nr	smiles	FLuc stim CS	TNAP act hiacc	TNAP inh hiacc	TNAP inh no acc	Efa HMGR inh	PMI activator	PMI act hi M6P	G6PDH CS	Diaph inh CS	Diaph act CS
4	O=c1c2c3nc4ccccc4nc3n(-c3cccc(F)c3)c2ncn1Cc1ccc2c(c1)OCO2	1.1	1.1	-10	-13	.	1	0.9	-3	19	0.8
15	O=[N+]([O-])c1cc(S(=O)(=O)Nc2ccccc2)ccc1NCc1ccccc1	1	0.9	5	3	-1	0.9	0.8	-12	21	0.8
20	Cc1ccc(C2(c3noc(CN(C)CC4CCCCO4)n3)CCCC2)cc1 (configuration not stated)	1	1	-2	-3	0	0.8	0.9	7	19	0.8

Next structures.
nr	smiles	FLuc stim CS	TNAP act hiacc	TNAP inh hiacc	TNAP inh no acc	Efa HMGR inh	PMI activator	PMI act hi M6P	G6PDH CS	Diaph inh CS	Diaph act CS
26	Cc1cccc(OCCC(=O)NCC(c2ccco2)N2CCCCC2)c1 (configuration not stated)	1.1	1.1	-7	5	0	1.1	1.1	14	4	1
27	Cc1ccccc1NC1=C(Cl)C(=O)OC1OC(=O)c1ccco1 (configuration not stated)	1	1	-3	-16	0	1.1	1.1	-3	-4	1
28	CC(=O)Nc1ccc2c(c1)nc1n2CCOC1	1.1	1	-3	-10	0	1	0.9	-2	8	0.9
29	COc1ccc(-c2ccnc3ncnn23)cc1	1	1	0	-14	5	1.1	1	2	11	0.9
30	Cc1csc(NC(=O)CSc2nncn2C)n1	1	1.1	-5	-14	0	0.9	1	-4	11	0.9
31	CCN(CCn1cccn1)Cc1cn[nH]c1-c1ccc(OC)cc1F	1.1	1	-1	59*	-3	0.9	0.9	8	5	1
32	COC(=O)/C(=C\C=C\c1ccccc1)NC(=O)c1ccccc1	0.9	1	2	1	-2	1	1	-3	7	0.9
33	O=C1NC(=S)S/C1=C\c1ccc(SCc2ccccc2)o1	1	0.8	16	-4	6	0.2	0.3	-13	35	0.6
34	O=C(O)/C=C\C(=O)Nc1ccccc1C(=O)NCc1ccccc1	1	1	1	-6	-1	1.1	1.1	4	15	0.8
35	CC(C)OC(=O)c1cc(=O)[nH]c2ccccc12	1	1	-4	-10	-6	0.9	0.9	6	10	0.9
36	C/C(=N\O)C(=O)OC1CC(C)CCC1C(C)C (configuration not stated)	1	1	-2	-12	-8	1	0.9	4	16	0.8
37	COc1cc(OC)cc(-n2nnnc2SCC(=O)NCCc2ccc(OC)c(OC)c2)c1	1	1	-1	-7	1	.	.	12	.	.
38	Cn1c(N)c(C(=O)COc2ccc(Cl)cc2Cl)c(=O)n(C)c1=O	1.1	1	-2	-11	-5	1	1	-3	6	0.9
39	CCOC(=O)COc1ccc(S(=O)(=O)c2ccc(OCC(=O)OCC)cc2)cc1	1	1	-1	-16	-2	1	1	-3	4	1
40	Cn1c(CNC(=O)c2ccc(F)cc2)nc2ccccc21	1	1	-3	-10	3	1	1	-17	10	0.9
41	Cc1ccc(NC(=O)c2c(C(=O)Nc3ccccc3)sc3nc(C)cc(=O)n23)cc1	1.1	1	-1	9	1	1.1	1	0	10	0.9
42	COc1ccc(-c2ccc(S(=O)(=O)n3nc(OC(=O)c4cccs4)cc3N)cc2)cc1	1	1	-2	-4	-3	0.9	0.9	-3	16	0.8
43	Cc1onc(-c2c(F)cccc2Cl)c1C(=O)NCc1ccco1	1	1.1	-6	-13	-5	1	1	8	-11	1.1
44	CCCC(CCC(=O)OC)(C(=O)OCC)c1csc(N)n1 (configuration not stated)	1	1	-2	-10	-2	1	1	11	11	0.9
45	CCOc1cc(NC(=S)NCc2ccco2)c(OCC)cc1NC(=O)CC(C)C	1	1	2	1	-3	0.8	0.9	11	7	0.9
46	Cc1cc2nc(SCCOC(=O)Nc3ccc(Cl)cc3)nc(C)c2cc1C	1	1	-4	-8	-1	1	1.1	21	4	1
47	Cc1noc(C)c1CSc1nnc(-c2c[nH]c3ccccc23)n1-c1ccc(Cl)cc1	1.1	1.1	-8	-13	0	1	0.8	-3	9	0.9
48	CCCNC(=O)c1ccc2c(c1)C1C3CCC(C3)C1C(c1ccccc1)N2 (configuration not stated)	1	1	-4	-18	3	0.8	0.9	7	14	0.9
49	C/C(=N\NS(=O)(=O)c1ccccc1)c1ccccc1	1.1	1	-3	-7	-3	.	.	4	.	.
50	CCCCNC(=S)NNC(=O)c1csc(CC)c1	1.1	1	-1	-175	-3	1.1	1.1	7	-5	1.1

Structures shown so far with a nitro group on carbon, in the order listed:
nr	smiles	FLuc stim CS	TNAP act hiacc	TNAP inh hiacc	TNAP inh no acc	Efa HMGR inh	PMI activator	PMI act hi M6P	G6PDH CS	Diaph inh CS	Diaph act CS
15	O=[N+]([O-])c1cc(S(=O)(=O)Nc2ccccc2)ccc1NCc1ccccc1	1	0.9	5	3	-1	0.9	0.8	-12	21	0.8
18	CCn1cc([N+](=O)[O-])c(C(=O)N2N=C(c3ccc4ccccc4c3)CC2c2ccccc2O)n1 (configuration not stated)	1	1.1	-5	-9	-2	0.9	0.8	0	20	0.8
24	Cn1c(=NC(=O)c2ccccc2[N+](=O)[O-])sc2cc(S(C)(=O)=O)ccc21	0.8	1	-5	-3	-8	1.1	1	-2	12	0.9

Only TNAP act hiacc and G6PDH CS, for 2 of the compounds above:
nr	SMILES	TNAP act hiacc	G6PDH CS
44	CCCC(CCC(=O)OC)(C(=O)OCC)c1csc(N)n1 (configuration not stated)	1	11
45	CCOc1cc(NC(=S)NCc2ccco2)c(OCC)cc1NC(=O)CC(C)C	1	11

Carrying on:
nr	smiles	FLuc stim CS	TNAP act hiacc	TNAP inh hiacc	TNAP inh no acc	Efa HMGR inh	PMI activator	PMI act hi M6P	G6PDH CS	Diaph inh CS	Diaph act CS
51	Cc1ccc2c(c1)C=CC(C)N2C(=O)c1ccccc1 (configuration not stated)	1	1.1	-10	-17	-1	1	0.9	21	11	0.9
52	COc1ccc(S(=O)(=O)NCCSC(C)(C)C)cc1Cl	1	1.1	-6	-11	-3	0.9	1	-5	15	0.8
53	COC(=O)CSc1nc(-c2ccccc2)cc(-c2ccco2)c1C#N	1	1	3	-15	-3	1	1.3	15	46	0.5
54	CCOc1ccccc1C(=O)N1CCN=C1SC	1	1	-2	-9	7	1	1	0	1	1
55	COc1ccc(-c2nc(-c3cccc(C)c3)nc(Cl)c2C#N)cc1	1	1.1	-7	-18	0	0.9	0.9	4	13	0.9
